Screening data as filed in PubChem.
NPYLR7 agonist = agonists of mosquito NPYLR7 receptor, primary screen, cell-based, Aedes aegypti, calcium fluorescence, mosquito biting behavior; activation, % at 10 µM; Aedes aegypti neuropeptide Y-like receptor 7 (NPYLR7); HEK293T NPYLR7/Galpha15, GCaMP6s calcium fluorescence; actives 0.15% (n = 270,000); in the data active = activation above about 40%;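 note: 0% = vehicle and 100% = reference agonist at the receptor; some compounds past the cut are filed as inactive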
mcGAS lum = cyclic GMP-AMP synthase inhibitors, mouse, primary biochemical chemiluminescence | actives 0.15% (n = 160,000) | recombinant cGAS, Kinase-Glo ATP depletion luminescence | Q8C6L5 | inhibition, % at 12.5 µM | AID 1259399, 2018;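 note: 0% = negative control wells and 100% = reference inhibitor with no enzyme activity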
hcGAS lum = Primary biochemical luminescence assay for human cyclic GMP-AMP synthase inhibitors | AID 1259398, 2018 | recombinant h-cGAS, ATP depletion, Kinase-Glo luminescence | actives 0.081% (n = 290,000) | inhibition, % at 12.5 µM;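 note: 0% = vehicle reaction and 100% = reaction without DNA for no activity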
Target sequence (Q8N884 whole entry, looked up): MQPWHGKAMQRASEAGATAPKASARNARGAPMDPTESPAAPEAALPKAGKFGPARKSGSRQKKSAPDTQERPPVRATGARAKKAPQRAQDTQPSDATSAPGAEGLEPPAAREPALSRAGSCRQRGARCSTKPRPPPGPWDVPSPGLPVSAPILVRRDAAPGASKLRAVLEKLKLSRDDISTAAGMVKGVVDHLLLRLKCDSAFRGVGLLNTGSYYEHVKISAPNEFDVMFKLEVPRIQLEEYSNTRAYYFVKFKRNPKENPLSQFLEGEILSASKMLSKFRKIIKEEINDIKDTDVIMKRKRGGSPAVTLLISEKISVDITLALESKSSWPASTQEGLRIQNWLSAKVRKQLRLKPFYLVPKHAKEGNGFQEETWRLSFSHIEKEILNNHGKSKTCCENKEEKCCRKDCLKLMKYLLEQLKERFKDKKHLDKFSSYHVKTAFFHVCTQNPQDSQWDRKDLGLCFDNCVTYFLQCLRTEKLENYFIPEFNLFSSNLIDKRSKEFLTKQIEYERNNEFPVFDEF
* marks the source's active call; other numbers are inactive results; . = not tested or not shown; & = joins results of further samples. Cut-off read from the data, not from the text of the source, unless noted: active = inhibition above about 40%; inactive = the rest. The list is partial; the hit share may differ from the screen's.

SMILES | NPYLR7 agonist | mcGAS lum | hcGAS lum
N#Cc1ccc(NC2CCN(c3ncccn3)CC2)cc1C(F)(F)F | -4 | . | -5
Cc1ccc2c(c1)C1CN(C)CCC1N2C(=O)C12CC3CC(CC(C3)C1)C2 (configuration not stated) | . | -4 | -11
CC(C)=CCOc1c2occc2cc2ccc(=O)oc12 | -12 | . | -1
COC(=O)C1=CO[C@@H](C)[C@@H]2CN3CCc4c([nH]c5cc(OC)ccc45)[C@@H]3C[C@H]12 | 3 | -5 | -4
O=C(c1ccc(=O)[nH]c1)N1[C@H]2CCNC[C@@H]1CC2 | 13 | . | -2
CCOC(=O)C1(CCOc2ccccc2)CCN(C2Cc3ccccc3C2)CC1 | 21 | -9 | -3
Cc1ccc(-c2noc(CN3CCN(C(=O)COc4cc(C)cc(C)c4)CC3)n2)cc1 | 2 | -2 | 2
N[C@@H](Cn1oc(=O)[nH]c1=O)C(=O)O | 0 | -3 | 1
O=[N+]([O-])c1ccc(NS(=O)(=O)c2ccc(F)cc2)cc1C(F)(F)F | 7 | . | -7
O=C(Nc1ccc(C(F)(F)F)cc1)c1cccn(Cc2ccccc2Cl)c1=O | 13 | . | -10
CN1CCN(N=Cc2ccc(OP(=S)(c3ccncc3)c3ccncc3)cc2)CC1 | 6 | . | -4
CON(C)S(=O)(=O)c1ccc(Cn2nc(C(=O)Nc3cc(C)nn3C)c3ccccc32)cc1 | 4 | -4 | -2
Cc1ccccc1-n1c(Cn2ncc3c(N)ncnc32)nc2cccc(C)c2c1=O | -6 | -10 | -7
C=C[C@H]1CN2CC[C@H]1C[C@@H]2[C@H](O)c1ccnc2ccccc12 | -6 | . | -1
O=C(c1cccc(Cl)c1)C1CCCN(Cc2ccncc2)C1 (configuration not stated) | 3 | . | 1
O=C(Cc1ccc2c(c1)OCO2)N1CCN(Cc2ccc(-c3noc(-c4ccccc4)n3)cc2)CC1 | 3 | -4 | -2
O=C(O)[C@@H]1Cc2[nH]cnc2C(c2cccnc2)N1 (some centres not stated) | 3 | -5 | 0
N=c1c2c3c(sc2ncn1Cc1ccco1)CCCC3 | 2 | -3 | -2
CC(C)Cc1nc(-c2cccc(CN3CCN(C(=O)Cc4ccsc4)CC3)c2)no1 | 6 | -8 | -5
S=C=Nc1cccc(C2(N3CCCCC3)CCCCC2)c1 | -15 | . | -2
CC(=O)O[C@@H]1C[C@@]2(C)[C@H](c3ccoc3)C[C@H]3O[C@]32[C@]2(C)C(=O)C(O)=C3C(C)(C)C(=O)C=C[C@]3(C)C12 (some centres not stated) | . | -4 | -3
NC(CCP(=O)(O)O)C(=O)O (configuration not stated) | 9 | -2 | -1
CC(C1CC1)N(C(=O)c1cn(C)c2ccccc12)C1CC1 (configuration not stated) | -3 | . | -5
CCCCn1c(=O)c(C(=O)NCCc2ccccc2)c(O)c2ccccc21 | -4 | . | 2

Some entries already given, reduced to mcGAS lum and NPYLR7 agonist:
| Compound | mcGAS lum | NPYLR7 agonist |
| --- | --- | --- |
| CC(=O)O[C@@H]1C[C@@]2(C)[C@H](c3ccoc3)C[C@H]3O[C@]32[C@]2(C)C(=O)C(O)=C3C(C)(C)C(=O)C=C[C@]3(C)C12 (some centres not stated) | -4 | . |
| NC(CCP(=O)(O)O)C(=O)O (configuration not stated) | -2 | 9 |
| CC(C1CC1)N(C(=O)c1cn(C)c2ccccc12)C1CC1 (configuration not stated) | . | -3 |
| CCCCn1c(=O)c(C(=O)NCCc2ccccc2)c(O)c2ccccc21 | . | -4 |

(listing goes on)
SMILES | NPYLR7 agonist | mcGAS lum | hcGAS lum
Cc1ccc(F)c(CNC(=O)c2cn(Cc3c(F)cccc3F)nn2)c1F | 4 | . | -4
CN1CC2(CCN(Cc3cc(=O)c4cc(Cl)ccc4[nH]3)C2)OC1=O (configuration not stated) | 7 | . | -4
CC(Cn1cncn1)NCc1ccc2nonc2c1 (configuration not stated) | 18 | -17 | -8
CN1[C@H]2CC[C@@H]1CN(C(=O)c1nc(N)n[nH]1)CC2 | 10 | -12 | -9
CC(C)n1cc(CN2C[C@H]3CN(C)C[C@H]3C2)cn1 | . | -4 | -7
Cc1cccc(Cn2cccc(C(=O)Nc3ccc(Cl)c([N+](=O)[O-])c3)c2=O)c1 | 13 | . | -13
COCCCNC(=O)CN1C(=O)CSC(c2cccs2)c2c(C(C)(C)C)nn(C(C)(C)C)c21 (configuration not stated) | 2 | 0 | -2
CCCCN(C)C(=O)c1nn(Cc2ccc(C(=O)N3CCOCC3)cc2)c2ccc(OC)cc12 | 5 | -4 | -5
O=C(C[N+]12CCN(CC1)CC2)Nc1ccc2c(c1)OCCO2 | -2 | . | -1
CSc1cccc2sc(N3CCNCC3)nc12 | -1 | . | -8
O=C(c1ccc(Cl)cc1)C1CCCN(Cc2cccc3cnccc23)C1 (configuration not stated) | 3 | 2 | 5
CNS(=O)(=O)c1cccc(CNc2ccc(C#N)c(Cl)c2)c1 | -4 | -16 | -9
Cc1cc(C)cc(N2C(=O)NC(=O)/C(=C\c3ccco3)C2=O)c1 | -8 | 7 | 5
CCN1C[C@]2(C)CC[C@H](OC)[C@@]34[C@H]1C1(OCO[C@@]15C[C@H](OC)C1C[C@]3(O)C5[C@H]1OC)[C@@H](O)[C@H]24 | 1 | -5 | -6
Oc1ccc(C2N(O)C3CCCCC3N2O)cc1 (configuration not stated) | -11 | -5 | -1
C/C=C(\C)C(=O)O[C@H]1C[C@@H](OC(C)=O)[C@@]2(C(=O)OC)CO[C@@H]3C2[C@]12CO[C@](O)(C(=O)OC)[C@H]2[C@](C)(C12O[C@@]1(C)[C@H]1C[C@@H]2OC2OC=C[C@@]21O)[C@@H]3O (some centres not stated) | . | -4 | -2
c1cn(CCc2cnc[nH]2)c(-c2ccc3occc3c2)n1 | 2 | . | 3
COc1cc(CC(=O)N2CCCN3CCC[C@H]3C2)cc(OC)c1OC | 5 | -10 | -8
O=S(=O)(c1ccc(Br)cc1)N1CCN(CCOC(c2ccc(F)cc2)c2ccc(F)cc2)CC1 | 6 | -5 | -6
C1COCC2(CN1)CN(C1CCOCC1)CCO2 (configuration not stated) | -1 | . | 0
Fc1ccc(CCNCc2ccc3c(c2)OCO3)cc1 | 6 | -4 | -2
CC(=O)Nc1ccc(Cc2ccc(NC(C)=O)cc2)cc1 | -1 | -11 | -4
O=C1NC(=O)N(Cc2ccccc2)C(=O)/C1=C\c1ccco1 | -5 | 44* | 35
COCC(=O)Nc1ccc2[nH]cc(CCN3CCN(c4ccc(OC)cc4)CC3)c2c1 | 7 | -3 | 2
CCOC(=O)[C@H]1CN(C(=O)c2ccc(F)cc2)[C@]2(C)C(=O)N(CC(=O)N(C)C)c3ccccc3[C@H]12 | 23 | -5 | -1
O=C(Cc1ccsc1)N1CCN(Cc2ccc(-c3noc(-c4ccco4)n3)cc2)CC1 | 5 | -7 | -3
CCCNC(=O)N1CC2CN(C(C)C)CC(C1)O2 | . | -6 | -10
C1CCCN(C2CCNCC2)CC1 | -8 | . | 0
CCC1CN(Cc2cc(Cl)c(OC)cc2OC)CCN1C(C)C (configuration not stated) | -2 | . | -6
S=P1(OCC2CCCO2)C2=C(N3CCCC3)CCCC2=NN1c1ccccc1 (configuration not stated) | 5 | . | -4
c1ccc(C2CC2)c(OCC2=NCCN2)c1 | 0 | -4 | 0
CCn1nc(C)c(NC(=O)CN2C[C@H]3C[C@@H](C2)c2cccc(=O)n2C3)c1C | 2 | . | -6
CN(CCc1ccccc1)C1CCCN(C(=O)Cc2c[nH]c(=O)n(C)c2=O)C1 (configuration not stated) | -1 | . | -11
COc1cccc(COC(CN2CCN(C(=O)Cc3ccc(OC)c(OC)c3)CC2)c2ccc(Cl)cc2)c1 (configuration not stated) | . | -5 | -3
Cc1nc(CC(=O)N2CCCC(N3CCN(c4ccccc4C)CC3)C2)cs1 (configuration not stated) | 5&7 | -3 | -5&-11
COCCC(=O)N1C[C@@H]2C[C@H](C1)c1ccc(NC(=O)Cc3ccccc3)c(=O)n1C2 | -8 | -5 | 0

Brought forward from above: 5 entries; new compounds follow.
SMILES | NPYLR7 agonist | mcGAS lum | hcGAS lum
CCn1nc(C)c(NC(=O)CN2C[C@H]3C[C@@H](C2)c2cccc(=O)n2C3)c1C | 2 | . | -6
CN(CCc1ccccc1)C1CCCN(C(=O)Cc2c[nH]c(=O)n(C)c2=O)C1 (configuration not stated) | -1 | . | -11
COc1cccc(COC(CN2CCN(C(=O)Cc3ccc(OC)c(OC)c3)CC2)c2ccc(Cl)cc2)c1 (configuration not stated) | . | -5 | -3
Cc1nc(CC(=O)N2CCCC(N3CCN(c4ccccc4C)CC3)C2)cs1 (configuration not stated) | 5&7 | -3 | -5&-11
COCCC(=O)N1C[C@@H]2C[C@H](C1)c1ccc(NC(=O)Cc3ccccc3)c(=O)n1C2 | -8 | -5 | 0
COc1ccc2c(c1)[nH]c1c(C)nccc12 | -5&5 | 2&10 | 4&6&12
Cc1ccc(C(N)=O)c(OCC(=O)N2CCN(Cc3ccc(Cl)s3)CC2)c1 | 6 | . | -8
Cc1cc(S(=O)(=O)N2CCN(CCOC(c3ccccc3)c3cccc(C(F)(F)F)c3)CC2)c(Cl)cc1Cl (configuration not stated) | 4 | -7 | -7
COc1ccc(OCc2cc(C(=O)N(C)Cc3cc(C)no3)no2)c(Cl)c1 | 9 | -4 | -2
COCc1nc(-c2ccc(CN3CCN(C(=O)Cc4c[nH]c5ccccc45)CC3)cc2)no1 | 6 | -6 | -2
O=P(C=C(Cl)c1ccccc1)(C=C(Cl)c1ccccc1)Nc1ccc(F)cc1F | -10 | . | -2
CCCc1nc(C(=O)N[C@H]2COC[C@@H]2N2CCN(C)CC2)cs1 | . | -6 | -9
COC1C(O)C(O[C@H]2CC[C@]3(C=O)C4C(CC[C@]3(O)C2)[C@@]2(O)CC[C@H](C3=CC(=O)OC3)[C@@]2(C)C[C@H]4OC(C)=O)OC(C)C1OC(C)=O (some centres not stated) | . | -5 | -8
CCCNC(=O)c1nn(Cc2ccc(OCc3ccccc3)cc2)c2ccccc12 | -5 | -2 | 0
CC1CN(C)CCN1C(=O)Cc1nc2ncccn2n1 (configuration not stated) | 1 | 0 | 3
O=C(Nc1cc(Cl)ccc1Cl)OCC(F)(F)F | 0 | . | -5
Nc1c([N+](=O)[O-])cc(Cl)cc1[N+](=O)[O-] | 10 | -9 | -6
Cc1nc(-c2ccccc2)cc([C@H]2CN3CC[C@H]2C[C@@H]3CNS(C)(=O)=O)n1 | -7 | -9 | -5
CCOC(=O)[C@@H]1[C@H]2CN(C(=O)c3cccs3)CCN2C[C@H]1c1ccccc1 | -7 | 2 | 2
CC(C)(C)c1nn(-c2cccc(Cl)c2)c2c1C(c1ccc3c(c1)OCO3)SCC(=O)N2CC(=O)NC1CC1 (configuration not stated) | 15 | -5 | -4
Cc1ccc(-c2cccc3c2CCNC3)nn1 | 3 | -19 | -3
O=S(=O)(c1ccccc1OC(F)(F)F)N1CCN(CCOC(c2ccccc2)c2ccc(N3CCOCC3)cc2)CC1 (configuration not stated) | 4 | -6 | -4
CCOC(=O)[C@H]1CN(C(=O)C(CC)CC)[C@]2(C)C(=O)Nc3ccccc3[C@H]12 | -2 | -7 | -8
c1ccc(-c2ncc(CN3CCC4(CCCNC4)C3)cn2)nc1 (configuration not stated) | -1 | . | -9
C=CCSCC(=O)N1CC[C@H]2CC[C@@H](C1)N2 | 7 | -3 | -3
COc1cc(C2c3c(c4ccccc4oc3=O)OC(=N)C2C#N)cc(OC)c1OC (configuration not stated) | -4 | 3 | 0
CNC(=S)P1(=O)N(Cc2ccccc2)C(=O)c2ccccc2N1CC(=O)OC (configuration not stated) | 5 | . | -5
CCN(CC)P(=S)(c1ccc(N=CN(C)C)c2ccccc12)N(CC)CC | 0 | . | 0
COc1cccc([C@@H]2CCN(Cc3cccnc3OC)C[C@H]2O)c1 | -7 | . | 0

One compound at a time (already shown). Order of values: NPYLR7 agonist	mcGAS lum	hcGAS lum
O=S(=O)(c1ccccc1OC(F)(F)F)N1CCN(CCOC(c2ccccc2)c2ccc(N3CCOCC3)cc2)CC1 (configuration not stated) is listed as 4	-6	-4
Cc1ccc(-c2cccc3c2CCNC3)nn1 is listed as 3	-19	-3

(listing goes on)
SMILES | NPYLR7 agonist | mcGAS lum | hcGAS lum
O=C(CSC(c1ccccc1)c1ccccc1)NCc1ccc(NC(=O)C2CC2)cc1 | 9 | . | 9
Cc1ccccc1OCC(=O)N1CCN(Cc2cccc(-c3noc(C4CCCC4)n3)c2)CC1 | . | -3 | 1
CCc1cccc(CC)c1NC1=NCCN1 | -8 | . | -6
C=CCN=C=S | 1 | . | -5
CCOP1(=S)C2=C(N3CCOCC3)CC(C)(C)CC2=NN1c1ccccc1 (configuration not stated) | -16 | . | 1
O=S(=O)(c1ccccc1OC(F)(F)F)N1CCN(CCOC(c2ccccc2)c2cccc(C(F)(F)F)c2)CC1 (configuration not stated) | 6 | 1 | 1
O[C@H]1C[C@@H]2CN(Cc3cnc(-c4ccccn4)nc3)C[C@@H]2C[C@@H]1O | 7 | -10 | -5
O=c1[nH]c2ccc(Cl)cc2c(N[C@@H]2CN3CCC2CC3)c1-c1nc2ccccc2[nH]1 | 3 | -7 | -6
CCOc1ccccc1NC(=O)CCN1[C@@H]2CC[C@H]1CC(O)C2 (some centres not stated) | -5 | -13 | -6
COc1cc(CN2CCCC(C(=O)c3sccc3C)C2)cc(Cl)c1O (configuration not stated) | 4 | -10 | -6
ClC1=C(Cl)C2(Cl)C3C4CC(C5OC45)C3C1(Cl)C2(Cl)Cl (configuration not stated) | -5 | . | -3
COCCCNC(=O)CN1C(=O)CSC(c2ccc3c(c2)OCO3)c2c(C(C)(C)C)nn(C(C)(C)C)c21 (configuration not stated) | 16 | -6 | -3
CC1CN=C(Nc2cccc3cccnc23)S1 (configuration not stated) | -1 | -8 | -6
